UPR CHOP act: activators of apoptotic CHOP UPR arm, primary screen, cell-based, CHO-CHOP luciferase reporter, luminescence, uHTS; UPR activation; percent of tunicamycin response over DMSO baseline; activation, % at 10 µM; 330,000 compounds, 0.34% hits; AID 449763, 2010;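 active means at 10 µM dose, activation of 40% or more, normalized to positive control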;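 further: 100% = tunicamycin at 10 µg/mL and 0% = DMSO alone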
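System: CHO-CHOP luciferase reporter cell line | Buffer or medium: F12 medium containing 10% fetal bovine serum | Doses: One dose, 10 µM in 0.5% DMSO | Times: 6 h compound exposure at 37 °C after overnight seeding | Signal: Luciferase luminescence | Read-out: % activation vs tunicamycin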
697 NFkB inh: inhibitors of PMA/ionomycin-induced NF-kB reporter, 697 cells, primary screen, B-cell NF-kB inhibitor project, cell-based, luminescence, uHTS. 697 B-cell NF-kB luciferase reporter, 16 h. inhibition, % at 4 µM. 330,000 compounds, 0.33% hits. AID 435022, 2010; in the data active means inhibition above about 35%
tim23-1 inh: growth inhibitors of tim23-1 mutant yeast, primary screen, luminescence, uHTS. S. cerevisiae tim23-1 growth, BacTiter-Glo luminescence, 24 h. AID 463212, 2010. inhibition, % at 20 µM. 330,000 compounds, 1.3% hits;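 active means growth inhibition of the mutant yeast at or above 50%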;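 further: temperature-sensitive mutant grown at 25 °C; plate controls were DMSO-treated mutant yeast for no effect and medium wells lacking yeast for full effect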
Mdm2 MdmX PPI: inhibitors of human Mdm2-MdmX association, primary screen, cell-based, luminescence, split luciferase, SaOS-2, uHTS. Protein Mdm4 (Homo sapiens) + E3 ubiquitin-protein ligase Mdm2 (Homo sapiens), …. SaOS-2 split-luciferase Mdm2/MdmX complementation. inhibition, % at 8 µM. 330,000 compounds, 3% hits;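 active means inhibition of at least 50% at 8 µM in the primary screen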
Target sequence (O15151 whole entry, looked up): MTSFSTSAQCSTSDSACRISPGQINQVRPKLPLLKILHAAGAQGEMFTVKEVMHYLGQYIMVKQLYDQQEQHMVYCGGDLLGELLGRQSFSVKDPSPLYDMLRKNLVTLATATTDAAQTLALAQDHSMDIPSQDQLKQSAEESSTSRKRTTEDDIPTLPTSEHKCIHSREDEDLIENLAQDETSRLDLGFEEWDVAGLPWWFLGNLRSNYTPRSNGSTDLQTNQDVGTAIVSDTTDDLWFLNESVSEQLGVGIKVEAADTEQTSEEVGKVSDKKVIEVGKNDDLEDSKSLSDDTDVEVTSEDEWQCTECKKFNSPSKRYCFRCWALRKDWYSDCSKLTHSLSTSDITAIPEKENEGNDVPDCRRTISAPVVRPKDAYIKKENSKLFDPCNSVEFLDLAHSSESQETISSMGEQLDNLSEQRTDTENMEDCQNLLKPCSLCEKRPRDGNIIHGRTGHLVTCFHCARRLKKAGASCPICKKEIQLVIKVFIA
Target sequence (Q00987 whole entry, looked up): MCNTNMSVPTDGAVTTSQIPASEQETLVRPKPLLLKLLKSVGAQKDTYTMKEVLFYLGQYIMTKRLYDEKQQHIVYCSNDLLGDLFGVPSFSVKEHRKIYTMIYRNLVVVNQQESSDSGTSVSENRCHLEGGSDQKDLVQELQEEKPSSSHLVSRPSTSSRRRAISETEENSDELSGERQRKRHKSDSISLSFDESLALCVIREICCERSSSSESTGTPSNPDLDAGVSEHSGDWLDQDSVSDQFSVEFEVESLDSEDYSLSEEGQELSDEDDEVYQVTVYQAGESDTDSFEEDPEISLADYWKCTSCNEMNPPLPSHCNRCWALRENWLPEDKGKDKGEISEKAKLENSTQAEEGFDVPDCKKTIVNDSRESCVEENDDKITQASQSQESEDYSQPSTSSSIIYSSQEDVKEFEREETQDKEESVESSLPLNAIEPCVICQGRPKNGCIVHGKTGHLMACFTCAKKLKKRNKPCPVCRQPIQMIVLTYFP
TIM10 inh: growth inhibitors of isogenic TIM10 control yeast, primary screen, counter-screen for tim10-1 yeast inhibitor project, luminescence, uHTS; S. cerevisiae TIM10 strain growth, BacTiter-Glo luminescence, 24 h; inhibition, % at 10 µM; 330,000 compounds, 1.4% hits;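 active means inhibition of 40% or more at the single tested concentration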;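 further: wild-type TIM10 isogenic control strain grown at permissive 25 °C; 0% = DMSO yeast wells and 100% = minimal medium wells without yeast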
XBP1 UPR activ: activators of adaptive XBP1 UPR arm, primary screen, cell-based, CHO-XBP1 luciferase reporter, luminescence, uHTS; IRE1-XBP1 UPR activation; percent of tunicamycin response, DMSO as zero; activation, % at 20 µM; 330,000 compounds, 0.33% hits; AID 463104, 2010;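 active means versus positive control, 20 µM dose yields 30% or more activation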;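 further: 100% = tunicamycin at 10 µg/mL and 0% = DMSO only wells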
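Material: CHO-XBP1 cells stably carrying IRE1-XBP1-driven luciferase reporter | Medium: F12 with 10% serum | Compound dosing: 20 µM single concentration, DMSO 1% | Incubation: Overnight seeding at 37 °C, 6 h compound treatment at 37 °C | Detection: Steady-Glo luminescence read | Read-out basis: % activation of reporter signal versus tunicamycin and DMSO controls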
Jurkat NFkB inh: inhibitors of induced NF-kB luciferase reporter, primary screen, TCR NF-kB activation inhibitor project, cell-based, luminescence, uHTS | AID 435003, 2010 | Jurkat, PMA/ionomycin-induced NF-kB luciferase reporter | inhibition, % at 4 µM | 330,000 compounds, 0.53% hits; in the data active means inhibition above about 50%
tim10-1 inh: growth inhibitors of tim10-1 mutant yeast, primary screen, luminescence, uHTS; S. cerevisiae tim10-1 ts strain growth, BacTiter-Glo, 24 h; inhibition, % at 20 µM; 330,000 compounds, 2.2% hits;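 active means inhibition of at least 40%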;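 further: mutant grown at 25 °C; 0% = DMSO wells with yeast and 100% = wells holding no yeast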
An asterisk follows results filed as active.

Fields – tim10-1 inh, Jurkat NFkB inh, XBP1 UPR activ, TIM10 inh, Mdm2 MdmX PPI, tim23-1 inh, UPR CHOP act, 697 NFkB inh
1: COc1cccc(NC(=O)CSc2nc3n[nH]c(C)c3c(=N)n2-c2cccc(OC)c2)c1
 : 16, 4, 7, 4, 35, 19, -1.0, 2
2: CC(C)CCN1C(Nc2ccccc2)=NC[C@@H]1CC(C)C
 : 19, -22, 1, 1, -1, 26, -1.3, -39
3: CCC(=O)N(CCC(c1ccco1)C(C)C)Cc1ccccc1 (stereo not drawn)
 : 11, 8, 0, 27, 16, 17, 0.9, 8
4: CN1CCN(Cc2nc3c([nH]2)c(=O)[nH]c(=O)n3C)CC1
 : 8, 7, 1, 9, 25, -8, -2.0, 20
5: O=C(Nc1ccc(Cc2ccc(NC(=O)C3CC3)c(O)c2)cc1O)C1CC1
 : 12, -27, 0, -3, 13, 2, 1.4, -1
6: O=C(CC1Nc2ccccc2NC1=O)Nc1cc(Cl)cc(Cl)c1 (stereo not drawn)
 : 79*, 4, 0, 41*, 9, 64*, 3.3, 21
7: COC(=O)c1cc(CNC(=O)C2CC(=O)N(c3ccc4c(c3)OCCO4)C2)ccc1OC (stereo not drawn)
 : 2, -5, 0, 5, 14, 0, -0.9, -12
8: Cc1occc1-c1nnc(SCCCC(=O)c2ccc(F)cc2)n1C
 : 19, -6, -4, -9, 15, 22, -2.5, 14
9: CCOc1ccccc1OCC(=O)Nc1cc2c(cc1C(=O)O)OCCCO2
 : 2, 27, -6, 1, 18, 14, -0.7, 7
10: COc1cc(C(=O)N(C)Cc2cccc(OC)c2OC)ccc1OCC(=O)Nc1cccc(C(F)(F)F)c1
 : 21, 32, -5, 11, 36, 21, 1.3, -37
11: O=C(Nn1c(-c2ccccc2)nc2ccccc2c1=O)c1cccs1
 : 25, -4, 1, -9, -6, 18, 4.3, -48
12: O=C(CSc1n[nH]c(-c2ccco2)n1)Nc1ccccc1Cl
 : 8, 29, -3, 18, 19, 12, 1.9, 1
13: CCCNS(=O)(=O)c1ccc(CCC(=O)N2CCOCC2)cc1
 : 5, -6, 1, -17, 0, 0, 6.1, -4
14: Cc1ccc(S(=O)(=O)CCC(=O)Nc2ccc(Br)cc2)cc1
 : 21, -5, -7, -11, -7, 12, 0.8, 3
15: Cc1ccc(C(c2nnnn2Cc2cccs2)N2CCN(C(=O)c3ccco3)CC2)cc1 (stereo not drawn)
 : 28, 3, -4, 29, -7, 15, 0.1, 7
16: CN(c1ccccc1)c1nc(N)c([N+](=O)[O-])c(N2CCCC2)n1
 : 19, -18, -3, 17, -1, 49, 2.7, -35
17: Cc1ccc2nc(NC(=O)C3CCCN(S(=O)(=O)c4cnc[nH]4)C3)sc2c1 (stereo not drawn)
 : 13, -52, -3, 3, -36, 3, 3.1, -45
18: Cc1cccc2c1OCC/C2=N\NC(=O)COc1ccccc1
 : 10, -32, 3, 27, -78, 19, 3.7, -23
19: COc1ccc2nc(SCC(=O)N3CC(=O)Nc4ccccc43)c(C#N)cc2c1
 : 8, 19, -3, 16, 65*, 9, -0.1, 15
20: Cc1cn(C(=O)c2ccccc2)c(=S)n1-c1ccc(Br)cc1
 : 25, 2, -2, 25, 1, 15, -1.4, 10

5 records drawn at random from those above:
Fields – tim10-1 inh, Jurkat NFkB inh, XBP1 UPR activ, TIM10 inh, Mdm2 MdmX PPI, tim23-1 inh, UPR CHOP act, 697 NFkB inh
14: Cc1ccc(S(=O)(=O)CCC(=O)Nc2ccc(Br)cc2)cc1
 : 21, -5, -7, -11, -7, 12, 0.8, 3
19: COc1ccc2nc(SCC(=O)N3CC(=O)Nc4ccccc43)c(C#N)cc2c1
 : 8, 19, -3, 16, 65*, 9, -0.1, 15
8: Cc1occc1-c1nnc(SCCCC(=O)c2ccc(F)cc2)n1C
 : 19, -6, -4, -9, 15, 22, -2.5, 14
15: Cc1ccc(C(c2nnnn2Cc2cccs2)N2CCN(C(=O)c3ccco3)CC2)cc1 (stereo not drawn)
 : 28, 3, -4, 29, -7, 15, 0.1, 7
5: O=C(Nc1ccc(Cc2ccc(NC(=O)C3CC3)c(O)c2)cc1O)C1CC1
 : 12, -27, 0, -3, 13, 2, 1.4, -1

(continued)
Fields – tim10-1 inh, Jurkat NFkB inh, XBP1 UPR activ, TIM10 inh, Mdm2 MdmX PPI, tim23-1 inh, UPR CHOP act, 697 NFkB inh
21: O=C(COC(=O)/C=C/c1ccccc1[N+](=O)[O-])NC(=O)NC1CCCC1
 : 14, 10, 0, 6, 0, 25, 1.3, 0
22: Cc1c(CC(=O)O)c(=O)oc2cc(OCc3ccc(F)cc3Cl)ccc12
 : 18, -21, -1, -13, -22, -4, -1.4, -18
23: C=CCN(Cc1ccc(OC)c(OC)c1)C(=O)N1CCOCC1
 : -7, 4, 0, 9, -23, 19, 2.1, 5
24: CCC(=O)Nc1ccc(C(=O)OCc2ccc(Cl)c(Cl)c2)cc1
 : 10, -6, -4, 4, 22, 3, -2.2, 15
25: COC(=O)COc1ccc(S(=O)(=O)N2CCCCCC2)cc1
 : -4, 9, -3, 11, 19, -2, 1.6, 8
26: COc1ccc(OC)c(S(=O)(=O)N2CCC(C(=O)NCc3cccnc3)CC2)c1
 : -14, -4, -1, -12, 0, 0, 0.8, 16
27: CCOc1ccc(Cn2c(=O)oc3ccccc32)cc1
 : 4, -1, -2, -9, 10, 17, 2.3, -9
28: O=C(CN1c2ccccc2Sc2ccccc21)NNC(=O)Nc1cccc(Cl)c1
 : 23, 2, -1, 11, 67*, 29, 1.9, 6
29: COC(=O)C(C)Sc1nc2c(c(=O)n(C)c(=O)n2C)n1CCC(C)C (stereo not drawn)
 : 11, 4, -1, 8, -1, 6, -0.6, -11
30: CN1Cc2c(N3CCOCC3)nc3sc(C(=O)c4ccc(Br)cc4)c(N)c3c2CC1(C)C
 : 58*, 28, 38*, 21, 91*, 58*, 7.5, 19
31: CC1(C)C=Cc2c(ccc(-c3coc4cc(O)ccc4c3=O)c2O)O1
 : -4, 8, -1, 3, -7, 14, -0.4, 16
32: C#CC1(NC(=O)NC(C)(C)C)CCCCC1
 : -5, 28, 1, 8, 12, 6, -1.1, 13
33: N#CCC(=O)c1sccc1-n1cccc1
 : 18, 2, -3, 22, 16, 37, 1.0, 14
34: O=C(COC(=O)c1nc(Cl)ccc1Cl)NCCc1ccccc1
 : 18, -14, -3, 10, -32, 19, 0.4, -1
35: O=C(NCC1COc2ccccc2O1)c1cc2ccccc2o1 (stereo not drawn)
 : -3, -40, 3, -7, 1, 27, -1.2, -7
36: O=C(C1CCCO1)N1CCN(S(=O)(=O)c2ccc(Br)cc2)CC1 (stereo not drawn)
 : -12, -13, 4, 2, 5, -1, 2.5, 1
37: CCOc1ccc(CCNC(=O)CCc2nc(-c3ccc(OC)cc3)no2)cc1OCC
 : 1, 9, -5, -2, 23, 4, 0.0, 6
38: COc1ccc(Cc2noc(CN3CCN(Cc4csc(C)n4)CC3)n2)cc1OC
 : 9, 0, -4, -11, -5, 16, 0.0, 18
39: CC(C)N1CCN(Cc2ccc(Sc3nncn3C)o2)CC1CCO (stereo not drawn)
 : -2, 1, -2, -10, -27, 5, 1.7, -2
40: COc1ccccc1N1CCN(c2cc(=O)n(Cc3ccc(F)cc3)c(=O)[nH]2)CC1
 : -4, 31, 1, -11, 47, -15, 0.7, -42

4 entries from above, arranged by molar mass, low to high.
Fields – tim10-1 inh, Jurkat NFkB inh, XBP1 UPR activ, TIM10 inh, Mdm2 MdmX PPI, tim23-1 inh, UPR CHOP act, 697 NFkB inh
21: O=C(COC(=O)/C=C/c1ccccc1[N+](=O)[O-])NC(=O)NC1CCCC1
 : 14, 10, 0, 6, 0, 25, 1.3, 0
39: CC(C)N1CCN(Cc2ccc(Sc3nncn3C)o2)CC1CCO (stereo not drawn)
 : -2, 1, -2, -10, -27, 5, 1.7, -2
20: Cc1cn(C(=O)c2ccccc2)c(=S)n1-c1ccc(Br)cc1
 : 25, 2, -2, 25, 1, 15, -1.4, 10
19: COc1ccc2nc(SCC(=O)N3CC(=O)Nc4ccccc43)c(C#N)cc2c1
 : 8, 19, -3, 16, 65*, 9, -0.1, 15

(next part)
Fields – tim10-1 inh, Jurkat NFkB inh, XBP1 UPR activ, TIM10 inh, Mdm2 MdmX PPI, tim23-1 inh, UPR CHOP act, 697 NFkB inh
41: COc1ccc(CNC(=O)CN(Cc2ccco2)C(=O)CCC(=O)Nc2ccccn2)cc1
 : 13, -10, -1, -6, 1, 10, -1.1, 0
42: CCOc1ccc(NC(=O)C2CCN(S(C)(=O)=O)CC2)cc1
 : -21, 5, -3, -1, 34, -2, 1.0, -4
43: COCCN(C(=O)CSc1ncc(C(F)(F)F)cc1Cl)c1c(N)n(Cc2ccccc2)c(=O)[nH]c1=O
 : 15, 14, 3, 3, 26, 17, -0.1, 3
44: COc1ccccc1CNC(=O)Cc1ccc(Br)cc1
 : 15, -10, -1, 25, 12, 5, -1.2, -8
45: O=C(CCc1ccc(S(=O)(=O)NCCc2ccccc2)cc1)Nc1ccc2c(c1)OCCO2
 : 13, 1, -3, -3, 20, 20, -0.9, -13
46: C=CCOC(=O)C1=C[C@@H](c2coc3ccccc3c2=O)C[C@@H](OCCCCO)O1
 : 21, 7, -5, 16, 22, 26, -0.8, -12
47: CC(=O)Cn1c2ccccc2n2nc(CCC(=O)O)c(=O)nc12
 : -6, -3, -4, -2, 16, -4, 0.0, 7
48: COc1ccc(NC(=O)CSc2nnc(CNC(=O)c3cccs3)o2)c(OC)c1
 : -11, -2, -2, 8, -2, 2, 1.7, -9
49: S=C(NCCc1ccccc1)Nc1ccccc1N1CCOCC1
 : 14, 8, -1, 17, 5, 27, 1.4, -2
50: Oc1nc(Nc2cccc(Cl)c2)sc1/C=C1\C=Nc2ccccc21
 : 18, 14, -2, 44*, 0, 35, 4.6, 11
51: COc1cccc(NC(=O)CSc2nnc3cc(C)nc(N)n23)c1
 : 5, 5, -1, 4, 18, -1, 0.8, 2
52: Cc1ccc(Nc2c([N+](=O)[O-])ccc3nonc23)c(C)c1
 : 3, -10, 4, -2, 18, 11, 0.8, 9
53: Cc1cc(NC(=O)C(C)SCC(=O)Nc2ccccc2C(C)(C)C)no1 (stereo not drawn)
 : 16, 2, -1, 10, -1, 21, 0.5, 16
54: Cc1ccc(-n2nnc3c(=O)n(CC(=O)c4ccccc4)cnc32)cc1
 : -16, 2, 1, -25, 24, 0, 1.3, 20
55: CC(C)(C)c1ccc(CS(=O)(=O)CC2(O)CCN(C(=O)c3cccc(C(F)(F)F)c3)CC2)cc1
 : 7, 5, 0, 5, 61*, -20, -3.2, -14
56: O=C(N/N=C/c1ccc(N2CCOCC2)s1)c1ccc(NS(=O)(=O)c2cccs2)cc1
 : 10, 1, 0, 7, 25, 7, 0.0, -16
57: Cc1ccc(O)c(NC(=O)c2noc3c2CCCCC3)c1
 : 35, 13, 2, 5, -122, 42, 4.0, -71
58: Cc1ccc(C(=O)N/N=C/c2ccc(N3CCOCC3)cc2)c(C)c1
 : 9, -9, -3, 14, 3, 7, -2.8, 7
59: CCOC(=O)CSc1nnc(CSc2nc3sc4c(c3c(=O)[nH]2)CCC4)n1C
 : 8, 2, 1, 13, 13, 1, -0.8, 29
60: CCOc1ccc(N=C(/C(C(=O)C(=O)N2CCOCC2)=C(/O)c2ccccc2)c2ccccc2)cc1
 : -11, -36, -2, 2, -22, 1, 2.7, -54

Compound activity (PubChem)
